High-throughput results from PubChem BioAssay.
SKN-1 block = blocks SKN-1 activity in C. elegans | C. elegans VP596 Pgst-4::GFP/RFP ratio, acrylamide-induced, 24 h | inhibition, % at 21.8 µM | actives 0.49% (n = 360,000) | AID 624304;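 active = interference check ratio from 0.5 to 1.5 plus GFP to RFP signal ratio inhibition reaching or exceeding a fixed threshold, cut at about 30% in these data, passing the limit was not always enough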; note: some compounds called inactive have numbers as strong as hits
Rpn11 inh = Rpn11 (human) deubiquitinase inhibition | calls only at 20 µM | O00487 | human 26S proteasome, Ub4-pepOG fluorescence polarization; 20S core pre-blocked with epoxomicin | actives 0.59% (n = 360,000);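 active = inhibition at 20 µM, scaled to each plate's controls, above about 33%, limit read from the data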
DNMT1 inh = DNMT1 (human) enzyme inhibition; P26358; DNMT1 molecular beacon, Hinp1I cleavage, fluorescence; inhibition (reported as % activation of signal), % at 10 µM; actives 0.83% (n = 360,000); AID 588458; in the data active = inhibition above about 50%
NadD block = NadD (S. aureus) enzyme inhibition; inhibition, % at 20 µM; purified NadD enzyme, colorimetric absorbance read-out; actives 0.78% (n = 360,000); AID 602399; in the data active = inhibition above about 26%; note: some compounds past the cut are filed as inactive
Scp-1 inhibitor = blocks human Scp-1 phosphatase activity | Recombinant Scp1, phosphopeptide, malachite green phosphate absorbance | inhibition, % at 20 µM | actives 0.88% (n = 340,000);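 active = inhibition above about 50% at 20 µM, limit read from the data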;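 note: plate controls were DMSO wells with enzyme for no effect and wells lacking enzyme for full effect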
Target sequence (Q9GZU7 76-261 limits assumed): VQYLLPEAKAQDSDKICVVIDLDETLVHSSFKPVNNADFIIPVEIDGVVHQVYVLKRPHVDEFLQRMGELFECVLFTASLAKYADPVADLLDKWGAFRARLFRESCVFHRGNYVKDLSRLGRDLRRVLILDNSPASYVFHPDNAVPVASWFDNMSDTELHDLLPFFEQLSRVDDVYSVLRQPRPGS
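System: SCP-1 catalytic domain; Reagent: Phospho 17-mer peptide substrate; Doses: one concentration, 20 µM, with 1.0% DMSO; Incubation: 45 min room-temperature reaction, 5 min colour, 30 min stabiliser; Signal: Phosphate-binding colour reagent, absorbance read at 630 nm.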
LMPTP block = LMPTP (human) inhibition | recombinant LMPTP-A, OMFP fluorogenic substrate, fluorescence intensity | actives 0.22% (n = 360,000) | P24666 | AID 651560 | inhibition, % at 20 µM;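 active = compounds that cut the enzyme signal by at least half of the control window in the single-dose screen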;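 note: plate controls were DMSO wells with enzyme plus substrate for no effect and substrate without enzyme for full effect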
Target sequence (P24666 whole entry, looked up): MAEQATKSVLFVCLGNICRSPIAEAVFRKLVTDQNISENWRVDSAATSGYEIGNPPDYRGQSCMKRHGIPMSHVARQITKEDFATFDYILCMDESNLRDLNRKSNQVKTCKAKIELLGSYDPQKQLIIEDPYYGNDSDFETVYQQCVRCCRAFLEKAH
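Test system – LMPTP-A enzyme · Amount – LMPTP-A at 0.625 nM final in the reaction · Buffer or medium – Bis-Tris pH 6.0, DTT, detergent · Reagent – OMFP 400 µM · Doses – single 20 µM dose · Schedule – reaction 50 min, room temperature, dark · Detection – fluorescence intensity of OMFP turnover product · Evaluation – percent inhibition versus substrate-only and uninhibited controls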
SUMO1 PPI mod = SUMO1-SIM interaction modulation; P63165; actives 0.33% (n = 360,000); inhibition, % at 20 µM; AID 602429; SUMO1 binding to a labelled peptide, TR-FRET, 1 h; in the data active = inhibition above about 37%
Target sequence (P63165 whole entry, looked up): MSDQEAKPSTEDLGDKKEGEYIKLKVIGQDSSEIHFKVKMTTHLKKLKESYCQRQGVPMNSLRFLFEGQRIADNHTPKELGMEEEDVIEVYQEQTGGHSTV
CendR NRP1 mod = modulators of CendR peptide binding to human neuropilin-1 | FAM-RPARPAR peptide binding to NRP-1, fluorescence polarization | inhibition, % at 25 µM | actives 0.85% (n = 360,000);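 active = inhibition or corrected inhibition above about 18%, plus a signal ratio from 0.5 to 1.5, limit read from the data, passing the limit was not always enough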; note: strong numbers were not always called active
MT1-MMP act inh = blocks activation of human MT1-MMP; HT1080 RFP-PRO-GFP cells, GFP/RFP ratio fluorescence, overnight; percent of plate control window, DMSO zero; GFP/RFP ratio change, % at 20 µM; actives 0.061% (n = 360,000); AID 651647;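 active = GFP/RFP ratio change of at least 30% with cell ATP level not reduced by more than half and red fluorescence within 50% of control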; note: strong numbers were not always called active
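Compound: 20 µM single dose, 1% DMSO / System: HT1080 RFP-PRO-GFP cells / Controls: DMSO and RFP-L50D-GFP cell wells / Read-out basis: GFP/RFP fluorescence ratio / Schedule: overnight compound exposure at 37 °C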
STEP block = blocks human striatal-enriched tyrosine phosphatase | recombinant STEP, OMFP fluorogenic substrate, fluorescence | inhibition, % at 20 µM | actives 0.25% (n = 360,000);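 active = inhibition at 20 µM, scaled per plate between control wells, above about 37%, limit read from the data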;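 note: 0% = DMSO with enzyme and substrate and 100% = substrate only without enzyme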
Target sequence (P54829 whole entry, looked up): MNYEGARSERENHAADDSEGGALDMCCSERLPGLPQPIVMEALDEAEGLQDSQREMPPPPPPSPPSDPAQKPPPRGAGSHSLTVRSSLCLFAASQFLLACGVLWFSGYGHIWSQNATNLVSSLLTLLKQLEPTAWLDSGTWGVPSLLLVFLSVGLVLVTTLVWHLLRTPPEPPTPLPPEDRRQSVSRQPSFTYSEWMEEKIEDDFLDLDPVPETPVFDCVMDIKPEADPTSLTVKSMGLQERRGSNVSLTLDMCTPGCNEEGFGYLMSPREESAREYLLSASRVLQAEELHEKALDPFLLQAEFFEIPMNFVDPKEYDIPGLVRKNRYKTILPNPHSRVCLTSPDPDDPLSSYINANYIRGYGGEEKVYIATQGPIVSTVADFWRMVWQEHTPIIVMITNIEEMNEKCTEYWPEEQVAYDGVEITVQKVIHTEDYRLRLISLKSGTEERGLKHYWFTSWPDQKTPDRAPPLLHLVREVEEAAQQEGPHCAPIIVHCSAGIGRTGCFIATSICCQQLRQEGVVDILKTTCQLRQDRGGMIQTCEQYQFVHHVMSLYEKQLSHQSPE
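Material: STEP (striatal-enriched tyrosine phosphatase) enzyme, cell-free | Medium: 50 mM Bis-Tris pH 6.0 with 2.5 mM DTT and 0.005% Tween 20 | Read-out: Percent inhibition scaled to no-enzyme and uninhibited-enzyme controls, plate-pattern corrected | Signal: Fluorescence read at 480 nm ex / 540 nm em | Times: 20 min reaction, room temperature, in the dark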
An asterisk follows results filed as active.

Results for COc1cccc(Nc2nc(N)c([N+](=O)[O-])c(NCc3ccccc3)n2)c1 ?
SKN-1 block: 4.6; Rpn11 inh: inactive; DNMT1 inh: -7.9; NadD block: 1.0; Scp-1 inhibitor: 4.8; LMPTP block: 4.4; SUMO1 PPI mod: -7.3; CendR NRP1 mod: -3.3; MT1-MMP act inh: -2.7; STEP block: 0.7

What do the screens show for `CC[C@H](C)[C@H](NS(=O)(=O)c1ccc(C)cc1)C(=O)N1CCC(C(=O)N[C@@H](C)C(=O)O)CC1`?
SKN-1 block: -7.7; Rpn11 inh: inactive; DNMT1 inh: 9.5; NadD block: 2.9; Scp-1 inhibitor: -5.6; LMPTP block: -2.3; SUMO1 PPI mod: -2.7; CendR NRP1 mod: -3.7; MT1-MMP act inh: 0.3; STEP block: 0.6

What do the screens show for `COc1ccccc1NCCC(=O)OCC(=O)Nc1ccccc1Cl`?
SKN-1 block: 20.1; Rpn11 inh: inactive; DNMT1 inh: -3.5; NadD block: -4.0; Scp-1 inhibitor: -2.7; LMPTP block: 0.5; SUMO1 PPI mod: 5.7; CendR NRP1 mod: -4.4; MT1-MMP act inh: 0.8; STEP block: 0.0

How did CCCC(=O)Nc1ccc(N2CCN(S(C)(=O)=O)CC2)cc1 do in these assays?
SKN-1 block: -3.1; Rpn11 inh: inactive; DNMT1 inh: -6.8; NadD block: -4.8; Scp-1 inhibitor: -16.6; LMPTP block: -0.5; SUMO1 PPI mod: 0.3; CendR NRP1 mod: 12.5; MT1-MMP act inh: 4.2; STEP block: -2.5

Results for Cc1ccc(-n2c(=O)[nH]cc(C(=O)Nc3ccc4c(c3)OCO4)c2=O)cc1C ?
SKN-1 block: 6.7; Rpn11 inh: inactive; DNMT1 inh: -1.9; NadD block: 1.4; Scp-1 inhibitor: -1.6; LMPTP block: 2.3; SUMO1 PPI mod: 6.7; CendR NRP1 mod: 1.1; MT1-MMP act inh: 1.8; STEP block: -4.1

What do the screens show for `COc1ccc(S(=O)(=O)N2CCN(CC(=O)NC(Cc3ccccc3)C(C)=O)CC2)cc1` (stereo not given)?
SKN-1 block: 10.1; Rpn11 inh: inactive; DNMT1 inh: -0.5; NadD block: 1.5; Scp-1 inhibitor: -6.5; LMPTP block: -0.2; SUMO1 PPI mod: 0.1; CendR NRP1 mod: 3.8; MT1-MMP act inh: -0.5; STEP block: -3.0

What do the screens show for `CCN(CC)CCC(C)OC(=O)c1ccc(O)cc1O` (stereo not given)?
SKN-1 block: 5.4; Rpn11 inh: inactive; DNMT1 inh: 1.4; NadD block: -3.8; Scp-1 inhibitor: -0.3; LMPTP block: -0.4; SUMO1 PPI mod: 2.8; CendR NRP1 mod: 11.6; MT1-MMP act inh: 1.5; STEP block: 0.4

Results for CCCN(CCC)CCCNS(=O)(=O)c1cc(Br)cc2c1N(C(C)=O)CC2 ?
SKN-1 block: -14.5; Rpn11 inh: inactive; DNMT1 inh: 0.5; NadD block: -0.6; Scp-1 inhibitor: 0.5; LMPTP block: -4.2; SUMO1 PPI mod: 1.7; CendR NRP1 mod: 9.7; MT1-MMP act inh: -1.8; STEP block: -2.4

How did CCOC(=O)C(=O)N=Nc1c(O)[nH]c2ccccc12 do in these assays?
SKN-1 block: 5.6; Rpn11 inh: inactive; DNMT1 inh: 4.7; NadD block: -2.8; Scp-1 inhibitor: 6.6; LMPTP block: 0.8; SUMO1 PPI mod: -6.2; CendR NRP1 mod: 0.1; MT1-MMP act inh: -0.9; STEP block: 0.1

Results for C[C@H](CO)N1C[C@H](C)[C@H](CN(C)C(=O)c2ccncc2)OCc2cnnn2CCCC1=O ?
SKN-1 block: -5.2; Rpn11 inh: inactive; DNMT1 inh: 7.2; NadD block: 2.1; LMPTP block: -1.1; SUMO1 PPI mod: 2.0; CendR NRP1 mod: -9.3; MT1-MMP act inh: -0.8; STEP block: -0.8

What do the screens show for `COc1ccc(Br)cc1CN1CCN(C(=O)c2cccc(OC)c2OC)CC1`?
SKN-1 block: 4.0; Rpn11 inh: inactive; DNMT1 inh: -2.5; NadD block: -3.1; Scp-1 inhibitor: -8.9; LMPTP block: -1.0; SUMO1 PPI mod: 0.4; CendR NRP1 mod: 1.0; MT1-MMP act inh: 2.9; STEP block: -5.9

Results for COc1ccc(OCC(O)CN2CCCCCC2)cc1 (stereo not given) ?
SKN-1 block: 7.9; Rpn11 inh: inactive; DNMT1 inh: 0.4; NadD block: 2.2; Scp-1 inhibitor: -2.7; LMPTP block: -0.6; SUMO1 PPI mod: -1.4; CendR NRP1 mod: -0.8; MT1-MMP act inh: 2.5; STEP block: 16.8

How did O=C1COc2ccc(C(=O)COC(=O)c3cccnc3Cl)cc2N1 do in these assays?
SKN-1 block: 3.4; Rpn11 inh: inactive; DNMT1 inh: 7.5; NadD block: -0.7; Scp-1 inhibitor: 12.7; LMPTP block: 0.8; SUMO1 PPI mod: -0.2; CendR NRP1 mod: 1.5; MT1-MMP act inh: -0.2; STEP block: 1.2

Results for CCCC(=O)N(C1CC(C)C(C#N)(C#N)C1(C#N)C#N)N(C)C (stereo not given) ?
SKN-1 block: 0.1; Rpn11 inh: inactive; DNMT1 inh: 0.4; NadD block: 8.0; Scp-1 inhibitor: -3.5; LMPTP block: -1.3; SUMO1 PPI mod: 0.6; CendR NRP1 mod: 3.7; MT1-MMP act inh: -1.0; STEP block: -0.5

How did Cc1ccccc1NC(=O)Cc1nc(CSc2nnc(C3CCCCC3)n2N)cs1 do in these assays?
SKN-1 block: 6.0; Rpn11 inh: inactive; DNMT1 inh: -6.5; NadD block: 12.6; Scp-1 inhibitor: -2.5; LMPTP block: -0.4; SUMO1 PPI mod: -5.5; CendR NRP1 mod: -5.2; MT1-MMP act inh: 2.1; STEP block: 1.9

How did CCOC(=O)C1(C)CCN1C(=O)c1cc(F)ccc1C (stereo not given) do in these assays?
SKN-1 block: -2.4; Rpn11 inh: inactive; DNMT1 inh: 3.0; NadD block: 5.9; LMPTP block: -0.2; SUMO1 PPI mod: 2.3; CendR NRP1 mod: 1.9; MT1-MMP act inh: -2.2; STEP block: -2.5

Results for COc1cc(/C=C/C(=O)c2ccc(NS(=O)(=O)c3ccc(C)cc3)cc2)cc(OC)c1O ?
SKN-1 block: 16.8; Rpn11 inh: inactive; DNMT1 inh: -22.4; NadD block: 32.0*; Scp-1 inhibitor: -10.4; LMPTP block: 3.0; SUMO1 PPI mod: -3.7; CendR NRP1 mod: -11.9; MT1-MMP act inh: -30.5; STEP block: -3.9

What do the screens show for `CCOc1c(N2CC(C)OC(C)C2)c(=O)c1=O` (stereo not given)?
SKN-1 block: 6.6; Rpn11 inh: inactive; DNMT1 inh: 2.7; NadD block: 1.9; Scp-1 inhibitor: -6.6; LMPTP block: 0.0; SUMO1 PPI mod: -1.5; CendR NRP1 mod: -8.4; MT1-MMP act inh: -1.6; STEP block: 1.8

How did CCN(CC)S(=O)(=O)c1cccc(-c2nc3n(n2)Cc2ccccc2-3)c1 do in these assays?
SKN-1 block: 5.1; Rpn11 inh: inactive; DNMT1 inh: 1.1; NadD block: -2.8; Scp-1 inhibitor: -5.6; LMPTP block: -0.4; SUMO1 PPI mod: 1.9; CendR NRP1 mod: 11.9; MT1-MMP act inh: 2.5; STEP block: 0.3

How did CCCCOc1ccc(-c2nnc(-c3ccco3)o2)cc1 do in these assays?
SKN-1 block: 64.9*; Rpn11 inh: inactive; DNMT1 inh: -2.9; NadD block: -6.2; Scp-1 inhibitor: -6.6; LMPTP block: 2.5; SUMO1 PPI mod: 0.9; CendR NRP1 mod: -13.7; MT1-MMP act inh: 4.6; STEP block: 11.0

The closing 2 entries of the part before lead into the next.
How did CCN(CC)S(=O)(=O)c1cccc(-c2nc3n(n2)Cc2ccccc2-3)c1 do in these assays?
SKN-1 block: 5.1; Rpn11 inh: inactive; DNMT1 inh: 1.1; NadD block: -2.8; Scp-1 inhibitor: -5.6; LMPTP block: -0.4; SUMO1 PPI mod: 1.9; CendR NRP1 mod: 11.9; MT1-MMP act inh: 2.5; STEP block: 0.3

How did CCCCOc1ccc(-c2nnc(-c3ccco3)o2)cc1 do in these assays?
SKN-1 block: 64.9*; Rpn11 inh: inactive; DNMT1 inh: -2.9; NadD block: -6.2; Scp-1 inhibitor: -6.6; LMPTP block: 2.5; SUMO1 PPI mod: 0.9; CendR NRP1 mod: -13.7; MT1-MMP act inh: 4.6; STEP block: 11.0

How did COc1ccc(NC(=O)CSc2nc(-c3ccncc3)nn2CC(=O)N2CCCC2)cc1 do in these assays?
SKN-1 block: -3.9; Rpn11 inh: inactive; DNMT1 inh: 5.3; NadD block: -2.1; Scp-1 inhibitor: -9.7; LMPTP block: 0.8; SUMO1 PPI mod: 1.5; CendR NRP1 mod: -11.5; MT1-MMP act inh: -1.2; STEP block: 1.8

What do the screens show for `O=C(NCCc1ccc(Cl)cc1)C1CCN(C(=O)c2sccc2-n2cccc2)CC1`?
SKN-1 block: -0.5; Rpn11 inh: inactive; DNMT1 inh: -2.9; NadD block: -4.0; Scp-1 inhibitor: -3.1; LMPTP block: -1.9; SUMO1 PPI mod: 0.1; CendR NRP1 mod: 2.3; MT1-MMP act inh: -6.9; STEP block: 2.3

What do the screens show for `CC(C)(C)Nc1scc(-c2ccccc2)[n+]1-c1ccccc1`?
SKN-1 block: 0.8; Rpn11 inh: inactive; DNMT1 inh: 0.1; NadD block: -6.6; Scp-1 inhibitor: -1.4; LMPTP block: -1.5; SUMO1 PPI mod: 6.4; CendR NRP1 mod: 2.7; MT1-MMP act inh: -3.2; STEP block: 1.8

What do the screens show for `COc1ccc(S(=O)(=O)N2CCCOC2CNC(=O)C(=O)NCCCn2ccnc2)cc1` (stereo not given)?
SKN-1 block: -2.5; Rpn11 inh: inactive; DNMT1 inh: 4.3; NadD block: -3.5; Scp-1 inhibitor: -6.7; LMPTP block: -3.3; SUMO1 PPI mod: 6.2; CendR NRP1 mod: -1.1; MT1-MMP act inh: 0.7; STEP block: 3.0

How did Cn1c(=O)oc2cc(S(=O)(=O)N3CCCC(C(=O)NCC4COc5ccccc5O4)C3)ccc21 (stereo not given) do in these assays?
SKN-1 block: -3.2; Rpn11 inh: inactive; DNMT1 inh: -3.4; NadD block: -1.5; Scp-1 inhibitor: -2.8; LMPTP block: -0.6; SUMO1 PPI mod: 0.4; CendR NRP1 mod: 1.1; MT1-MMP act inh: 0.4; STEP block: 1.3

How did CC(=O)Nc1nc(-c2cccs2)cs1 do in these assays?
SKN-1 block: 2.4; Rpn11 inh: inactive; DNMT1 inh: -2.2; NadD block: 3.4; Scp-1 inhibitor: -4.9; LMPTP block: 0.2; SUMO1 PPI mod: -1.7; CendR NRP1 mod: 11.3; MT1-MMP act inh: 1.8; STEP block: -0.2
